TNAP act hi DEA: increases human TNAP activity under high phosphate acceptor concentration. AID 1136. P05186. 200,000 tested, under 10 active. activation factor at 20 µM. purified TNAP, CDP-star luminescence, 1 M DEA, 30 min; active compounds read high; 0 = EDTA background, 1 = DMSO-only activity;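 active = activation factor at least 2 at 20 µM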
Target sequence (P05186 whole entry, looked up): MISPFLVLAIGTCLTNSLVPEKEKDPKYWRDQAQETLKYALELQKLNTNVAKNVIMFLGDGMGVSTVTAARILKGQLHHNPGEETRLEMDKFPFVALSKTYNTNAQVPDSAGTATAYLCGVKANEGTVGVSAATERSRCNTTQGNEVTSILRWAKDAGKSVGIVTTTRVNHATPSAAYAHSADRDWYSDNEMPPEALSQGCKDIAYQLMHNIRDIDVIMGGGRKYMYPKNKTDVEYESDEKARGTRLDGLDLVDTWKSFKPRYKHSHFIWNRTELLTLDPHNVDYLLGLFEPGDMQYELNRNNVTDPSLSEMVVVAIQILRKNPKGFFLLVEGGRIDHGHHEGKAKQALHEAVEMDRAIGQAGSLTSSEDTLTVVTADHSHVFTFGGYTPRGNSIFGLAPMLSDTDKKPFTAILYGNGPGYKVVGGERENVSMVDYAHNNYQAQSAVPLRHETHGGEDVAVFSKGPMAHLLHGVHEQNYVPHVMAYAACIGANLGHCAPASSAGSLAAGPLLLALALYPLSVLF
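system = human TNAP | amount = enzyme diluted 1/800 final | reagent = 100 µM CDP-star substrate | signal = luminescent substrate turnover signal | dosing = one dose, 20 µM | benchmarks = EDTA negative control, DMSO positive control | measure = activation factor | timing = 30 min reaction, room temperature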
Diaphorase act: counter-screen for diaphorase-based assays: diaphorase activators and chemical reducers; Diaphorase/resazurin coupled assay, resorufin fluorescence, 16 min; active compounds read high; 1 = vehicle wells, 0 = NADH-free wells; actives 0.005% (n = 190,000); activation factor at 20 µM; AID 1229;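 active = diaphorase activity raised at least twofold by the compound at 20 µM; inactive = activation factor below 2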
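Test system: Clostridium kluyveri diaphorase, purified enzyme. Buffer or medium: 50 mM HEPES pH 7.4 buffer plus MgCl2 and Tween 20. Also added: 0.114 mM NADH and 0.1 mM resazurin, final amounts. Dosing: compound 20 µM once, DMSO 1%. Schedule: 16 min enzyme reaction, ambient temperature. Detection: fluorescence of resorufin, 544 nm excitation, 590 nm emission.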
Diaphorase inh: inhibits diaphorase or chemically oxidizes, flagging diaphorase assay artifacts. inhibition, % at 20 µM. AID 1217. diaphorase resazurin-to-resorufin fluorescence, NADH, 16 min; bacterial (C. kluyveri) enzyme, not human. actives 0.69% (n = 190,000);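 active = primary screen inhibition at 20 µM above a set limit, cut at about 50% in these data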;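 also: plate controls were DMSO with full reaction for no effect and wells lacking NADH for full effect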
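Test system: bacterial diaphorase enzyme (C. kluyveri); Quantity: 0.14 U/mL diaphorase, enzyme working solution; Times: reaction incubation of 16 min at room temperature; Measured by: fluorescence of resorufin formed from resazurin, Ex 544/Em 590 nm; Benchmarks: positive control minus NADH, DMSO neutral control.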
FLuc stim CS: firefly luciferase counter-screen for stimulation assays. P08659. ATPlite luciferase biochemical, luminescence, 10 min; 0 = ATP-free wells, 1 = DMSO control. activation factor at 10 µM. 200,000 tested, under 10 active;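 active = luciferase activation factor, scaled between plate controls, of at least 2 with compound at 10 µM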
Target sequence (P08659 whole entry, looked up): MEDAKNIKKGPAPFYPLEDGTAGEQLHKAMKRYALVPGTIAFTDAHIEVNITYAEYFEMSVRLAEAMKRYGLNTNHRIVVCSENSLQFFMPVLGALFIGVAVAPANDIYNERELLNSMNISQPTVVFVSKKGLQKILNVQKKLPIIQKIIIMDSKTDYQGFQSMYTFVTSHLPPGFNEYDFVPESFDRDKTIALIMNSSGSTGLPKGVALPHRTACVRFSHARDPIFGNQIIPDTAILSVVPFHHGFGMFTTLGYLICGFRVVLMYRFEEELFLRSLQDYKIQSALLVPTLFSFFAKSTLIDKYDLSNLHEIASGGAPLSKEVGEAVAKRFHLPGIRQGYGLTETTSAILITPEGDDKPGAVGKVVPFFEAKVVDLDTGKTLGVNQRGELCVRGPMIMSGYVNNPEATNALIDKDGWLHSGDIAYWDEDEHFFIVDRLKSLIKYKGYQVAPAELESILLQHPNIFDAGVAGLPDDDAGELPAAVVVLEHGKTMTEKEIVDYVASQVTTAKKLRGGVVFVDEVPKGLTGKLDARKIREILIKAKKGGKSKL
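test system = cell-free luciferase reagent | medium = PBS as buffer for the ATP substrate | dosing = test compounds dosed from 2 mM stocks in 100% DMSO | incubation = 10 min at ambient temperature | detection = luminescence measurement of luciferase light output | benchmarks = low control with PBS replacing ATP, high control enzyme plus ATP without compound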
G6PDH counter: counter-screen for G6PDH assay hits: L. mesenteroides G6PDH inhibition. Purified L. mesenteroides G6PDH, diaphorase/resazurin coupled fluorescence, 45 min. actives 0.12% (n = 200,000). inhibition, % at 5 µM; in the data active = inhibition above about 50%
TNAP inh hi DEA: TNAP (human) inhibition, high acceptor; P05186; purified TNAP, CDP-star luminescence, 1 M DEA; inhibition, % at 20 µM; actives 0.03% (n = 200,000); AID 1135;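 active = over 50% inhibition of tissue-nonspecific alkaline phosphatase at 20 µM in the single-dose screen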;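 also: plate controls were DMSO wells for no effect and EDTA-quenched wells as full inhibition for full effect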
TNAP inh noacc: inhibitors of human TNAP without phosphate acceptor; AID 1012; actives 0.26% (n = 200,000); P05186; inhibition, % at 20 µM; purified TNAP, CDP-star luminescence, 30 min;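 active = tissue-nonspecific alkaline phosphatase inhibition above about 50% at 20 µM in the single-dose screen, limit read from the data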;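 also: 0% = DMSO negative control and 100% = EDTA positive control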
Efa HMGR inh: inhibitors of class II HMG-CoA reductase from Enterococcus faecalis. purified E. faecalis HMGR, NADPH absorbance 340 nm kinetic. inhibition, % at 10 µM. actives 0.41% (n = 190,000);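 active = inhibition above a set limit, the median over all tested compounds plus 3 SD, cut at about 9.5% in these data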;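 also: enzyme runs in reverse so mevalonate oxidation gives rising NADPH absorbance; 0% = complete reaction with DMSO and 100% = background rate lacking mevalonate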
PMI act: activators of human phosphomannose isomerase; P34949; purified human PMI, coupled resazurin fluorescence, 20 min; active compounds read high; 1 = vehicle control, 0 substrate-free wells; activation factor at 20 µM; actives 0.005% (n = 190,000); AID 1214;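 active = activation factor of 2 or more at 20 µM, relative to plate controls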
PMI act satM6P: PMI (human) activation, high substrate. P34949. coupled PMI enzyme assay, resazurin fluorescence, 20 min; active compounds read high; 1 = untreated enzyme, 0 = substrate-free blank. activation factor at 20 µM. actives 0.34% (n = 190,000). AID 1216;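 active = activation factor of 2 or more at 20 µM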
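Test system – human PMI in coupled enzyme assay · Timing – 20 min incubation at room temperature · Detection – Diaphorase-driven resazurin-to-resorufin fluorescence, excitation 544, emission 590 nm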
* marks the source's active call; other numbers are inactive results; / = not tested or not shown. Rows were taken by chance; about 1.7% have a hit in one of these screens.

mol | FLuc stim CS | G6PDH counter | TNAP act hi DEA | TNAP inh hi DEA | TNAP inh noacc | Efa HMGR inh | Diaphorase act | PMI act | Diaphorase inh | PMI act satM6P
CCCCc1nc2sc3c(SCC(=O)NCc4ccco4)ncnc3c2c2c1CCC2 | 1.1 | 4 | 1 | -2 | -8 | -3 | 0.7 | 0.9 | 25 | 0.9
CCCCNS(=O)(=O)c1cccc(S(=O)(=O)N2CCCC2)c1 | 1.1 | 10 | 1 | -4 | 1 | -1 | 1 | 1.1 | 4 | 1
O=c1sc(/C=N/Nc2ccccc2)c(Cl)n1Cc1ccccc1 | 1 | 6 | 1 | 0 | -2 | 3 | 0.8 | 1.4 | 21 | 2.1*
O=C(C1=C(O)C(=O)N(Cc2ccco2)C1c1cccnc1)c1cc2ccccc2o1 (stereo unspecified) | 1.1 | 1 | 1.1 | -6 | -1 | 2 | 0.8 | 1.4 | 23 | 1.9
CCOc1ccc2nc(NC(=S)N(C)C)sc2c1 | 0.8 | -2 | 1 | -1 | -16 | 2 | 0.9 | 0.6 | 14 | 0.8
COc1ccc(OC)c(-n2c(-c3cc(-c4ccccc4)n[nH]3)n[nH]c2=S)c1 | 0.9 | 3 | 1 | 2 | -95 | -5 | 0.8 | 0.9 | 16 | 0.8
COC(=O)c1cccc(N2C(=O)c3cccnc3C2=O)c1 | 0.9 | 14 | 1 | -2 | -9 | -4 | 1 | 1 | 4 | 1
CCOC(=O)CSc1nc(N(C)C)nc(N(C)C#N)n1 | 1 | 4 | 1 | 2 | -4 | -5 | 0.9 | 1 | 6 | 1
O=C(Nc1ccc2c(c1)CCC2)c1ccc(Br)o1 | 0.6 | 4 | 1.1 | -6 | -9 | -2 | 0.9 | 0.9 | 8 | 0.9
Cc1cccc(CS(=O)(=O)Cc2ccc(C(=O)NCc3cccnc3)o2)c1 | 1 | -6 | 1 | -2 | -10 | 1 | 0.9 | 1 | 6 | 1.1
COc1cc(/C=C(/C#N)c2ccc(F)cc2)ccc1Oc1ccc([N+](=O)[O-])cn1 | 1.1 | -20 | 1 | -3 | -4 | -2 | 0.9 | 0.9 | 8 | 1
Cc1cc(Br)c2nc3c(c(C(=O)O)c2c1)CCCCC3 | 1.1 | 0 | 1 | 1 | 10 | -5 | 0.9 | 1.1 | 14 | 1.1
CCCN(CC1CC1)C(=S)Nc1ccccc1F | 1 | 18 | 1 | -3 | -7 | -1 | 1 | 1 | 4 | 1
CN(C)c1nnc(-c2ccc(Cl)cc2)o1 | 1 | 5 | 1.1 | -8 | -9 | 1 | 0.9 | 1 | 13 | 1
CS(=O)(=O)N1N=C(c2ccccc2)CC1c1ccc2c(c1)OCO2 (stereo unspecified) | 1 | 16 | 1.1 | -6 | -100 | 0 | 0.8 | 0.8 | 17 | 0.9

mol | FLuc stim CS | G6PDH counter | TNAP act hi DEA | TNAP inh hi DEA | TNAP inh noacc | Efa HMGR inh | Diaphorase act | PMI act | Diaphorase inh | PMI act satM6P
COC(=O)CSc1nnc(-c2ccc(S(=O)(=O)N3CCC(C)CC3)cc2)o1 | 1.1 | 1 | 1.1 | -6 | -11 | -2 | 0.9 | 1.1 | 15 | 1.1
CC(C)CCN1CCN(C2CSCCSC2)CC1CCO (stereo unspecified) | 1 | -2 | 1 | -3 | -4 | 4 | 1.1 | 0.9 | -7 | 1
COC(=O)c1cc(NS(=O)(=O)c2ccc(NC(C)=O)cc2)cc(C(=O)OC)c1 | 1.1 | 9 | 1 | -3 | -1 | -4 | 0.9 | 0.9 | 7 | 1
CCOc1ccc2nc(Cl)c(C3CC(c4ccccc4)=NN3C(=O)c3cccs3)cc2c1 (stereo unspecified) | 1.1 | 4 | 1.1 | -9 | 2 | -3 | 1.1 | 1.2 | -13 | 1.1
CN(C)CCC(=O)c1ccc2c(c1)OCO2 | 1 | 13 | 1 | -4 | 3 | -2 | 1 | 0.7 | 5 | 0.7
O=C(CN1C(=O)NC2(CCCCCC2)C1=O)Nc1ccc(S(=O)(=O)N2CCOCC2)cc1 | 1.1 | 5 | 1 | -4 | -13 | -1 | 0.9 | 0.9 | 10 | 1
CNC(=S)N(CCc1c(C)[nH]c2ccccc12)Cc1cc(OC)c(OC)c(OC)c1 | 1.1 | 18 | 1 | -4 | -7 | 6 | 0.9 | 1 | 13 | 1
COc1ccc(NC(=O)C2=C(C)NC(=S)NC2c2ccc(O)c(OC)c2)cc1 (stereo unspecified) | 1.1 | 15 | 1.1 | -7 | -3 | 4 | 0.9 | 1 | 13 | 1
CCCCN1C(=O)/C(=C/C=C2\SCCN2C)SC1=S | 0.9 | -7 | 0.5 | 52* | 43 | -7 | 0.7 | 0.8 | 27 | 0.5
O=C(O)CCSc1nc2ccccc2s1 | 1 | -1 | 1 | -1 | -6 | 2 | 0.9 | 1 | 14 | 1.1
COc1ccc(C)cc1NC(=O)CN(C)S(=O)(=O)c1cc(C)ccc1OC | 1.1 | 1 | 1 | 1 | -4 | 0 | 0.9 | 1 | 14 | 0.9
CCc1nnc(NC(=O)CSc2nc3c(C)cccc3[nH]2)s1 | 1.1 | -2 | 1 | -2 | 4 | 5 | 1 | 1 | 0 | 1
Cc1nnc(SCC(=O)Nc2nccs2)s1 | 1 | 4 | 1 | -4 | -10 | 4 | 1 | 1 | 3 | 1.1
COc1ccccc1NS(=O)(=O)c1cccc(NC(=O)Nc2cccc(Cl)c2)c1 | 1 | 21 | 1 | -4 | -13 | 0 | 0.8 | 0.8 | 16 | 0.9
CCC1CCCCN1C(=O)N[C@@H](CCSC)C(=O)OC (stereo partly specified) | 1.1 | 4 | 1.1 | -5 | -13 | 4 | 0.9 | 1.1 | 8 | 1.1

Part of the list above, with values under each structure:
Below each compound – FLuc stim CS | G6PDH counter | TNAP act hi DEA | TNAP inh hi DEA | TNAP inh noacc | Efa HMGR inh | Diaphorase act | PMI act | Diaphorase inh | PMI act satM6P
- CCCCN1C(=O)/C(=C/C=C2\SCCN2C)SC1=S
    0.9 | -7 | 0.5 | 52* | 43 | -7 | 0.7 | 0.8 | 27 | 0.5
- O=C(O)CCSc1nc2ccccc2s1
    1 | -1 | 1 | -1 | -6 | 2 | 0.9 | 1 | 14 | 1.1
- COc1ccc(C)cc1NC(=O)CN(C)S(=O)(=O)c1cc(C)ccc1OC
    1.1 | 1 | 1 | 1 | -4 | 0 | 0.9 | 1 | 14 | 0.9
- CCc1nnc(NC(=O)CSc2nc3c(C)cccc3[nH]2)s1
    1.1 | -2 | 1 | -2 | 4 | 5 | 1 | 1 | 0 | 1
- Cc1nnc(SCC(=O)Nc2nccs2)s1
    1 | 4 | 1 | -4 | -10 | 4 | 1 | 1 | 3 | 1.1
- COc1ccccc1NS(=O)(=O)c1cccc(NC(=O)Nc2cccc(Cl)c2)c1
    1 | 21 | 1 | -4 | -13 | 0 | 0.8 | 0.8 | 16 | 0.9
- CCC1CCCCN1C(=O)N[C@@H](CCSC)C(=O)OC (stereo partly specified)
    1.1 | 4 | 1.1 | -5 | -13 | 4 | 0.9 | 1.1 | 8 | 1.1

Further entries follow:
mol | FLuc stim CS | G6PDH counter | TNAP act hi DEA | TNAP inh hi DEA | TNAP inh noacc | Efa HMGR inh | Diaphorase act | PMI act | Diaphorase inh | PMI act satM6P
Cc1ccc(S(=O)(=O)N(C)c2ccccc2)cc1 | 1 | 4 | 1 | -3 | -6 | 0 | 0.9 | 0.9 | 12 | 1
c1cnc(SCCOc2cccc3ccccc23)nc1 | 1 | 4 | 1.1 | -8 | -12 | -1 | 1 | 0.9 | -2 | 1
CC(=O)N1CCN(CCN=CC2=C(O)CC(c3ccco3)CC2=O)CC1 (stereo unspecified) | 1.1 | 6 | 1 | -4 | -12 | 2 | 1 | 1.2 | 4 | 1.1
COc1ccccc1C(=O)NC(=O)OCCn1c(C)cnc1[N+](=O)[O-] | 1 | -6 | 1.1 | -6 | -8 | -1 | 0.9 | 1 | 10 | 1
CC(=O)c1ccc(NC(=O)c2ccn(C(=O)OCC(C)C)n2)cc1 | 0.8 | 0 | 1 | 2 | 3 | -1 | 1 | 1 | 2 | 0.9
Cc1ccc(-c2nnn(CC(=O)N(CC(=O)NCc3ccccc3)c3cccc(C)c3C)n2)o1 | 1 | -20 | 1 | -3 | -12 | -3 | 0.7 | 0.9 | 34 | 0.9
COc1ccc(OCCC(=O)OCC(=O)NC(=O)NC(C)(C)C)cc1 | 1 | 8 | 1 | 1 | -2 | -3 | 0.9 | 1 | 12 | 1
COc1ccc(NC(=O)Cn2nnc(-c3ccccc3NC(=O)c3ccco3)n2)cc1 | 1.1 | -2 | 1.1 | -6 | 2 | 1 | 0.8 | 0.9 | 18 | 1
CCN(CC)c1ccc(CN2CCC(C(=O)NCc3ccc(C)cc3)CC2)cc1 | 1 | 23 | 1.1 | -10 | -60 | -3 | / | / | / | /
Cc1ccsc1/C=N\Nc1cn[nH]c(=O)c1Cl | 1 | -4 | 1 | -2 | -2 | -1 | 1.1 | 1.1 | -8 | 1.1
Cc1sc2c(c1C)c(=O)n(-c1cccc(C(F)(F)F)c1)c(=O)n2CC(=O)NCc1ccco1 | 1.1 | 4 | 1 | -1 | -9 | 1 | 1 | 1 | 0 | 1.1
Cc1ccn2c(=O)cc(C)nc2c1 | 1 | 14 | 1 | 1 | -7 | -1 | 0.9 | 1 | 11 | 0.9
Cc1ccc(-c2nc3cc(N)ccc3o2)c(C)c1 | 0.2 | 12 | 1 | -4 | -15 | -6 | 0.9 | 0.9 | 13 | 0.7
COc1ccc(-n2c(Cc3cccn3C)nnc2SCC(=O)NCCc2ccccc2)cc1 | 1 | 3 | 1 | -3 | -8 | 0 | 0.8 | 0.9 | 15 | 0.9
O=C(CN1CCCC1)Nc1ccc(Br)cc1 | 1.1 | 2 | 1.1 | -6 | -6 | -5 | 1.1 | 1.1 | -7 | 1.2
CCCCCNC(=O)CCn1c(=O)oc2ccccc21 | 1.1 | 4 | 1 | 1 | -7 | -7 | 1 | 1.1 | 0 | 1.1
O=C1NCCCC2c3c(cc(Br)c(O)c3Br)OC12N1CCOCC1 (stereo unspecified) | 1 | 6 | 1 | -4 | -10 | -2 | 0.8 | 1 | 19 | 0.9
